FXIa inh: blocks human coagulation factor XIa activity. inhibition, % at 10 µM. purified human FXIa, fluorogenic AMC substrate cleavage. hit rate 0.3% among 33,000. P03951;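 active = inhibition above 40% in the primary screen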;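 also: 0% = enzyme without compound and 100% = blank wells lacking enzyme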
Target sequence (P03951 19-387 limits assumed): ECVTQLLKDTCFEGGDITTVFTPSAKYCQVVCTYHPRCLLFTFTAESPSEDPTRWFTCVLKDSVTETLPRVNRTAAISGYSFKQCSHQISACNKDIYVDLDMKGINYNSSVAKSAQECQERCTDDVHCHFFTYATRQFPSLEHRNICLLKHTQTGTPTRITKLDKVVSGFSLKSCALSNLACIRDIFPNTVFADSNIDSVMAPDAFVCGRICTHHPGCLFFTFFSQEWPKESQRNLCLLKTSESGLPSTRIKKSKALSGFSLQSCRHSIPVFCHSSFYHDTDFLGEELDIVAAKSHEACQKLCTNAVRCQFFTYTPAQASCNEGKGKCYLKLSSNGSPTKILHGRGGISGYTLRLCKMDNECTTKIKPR
Target sequence (P03951 388-625 limits assumed): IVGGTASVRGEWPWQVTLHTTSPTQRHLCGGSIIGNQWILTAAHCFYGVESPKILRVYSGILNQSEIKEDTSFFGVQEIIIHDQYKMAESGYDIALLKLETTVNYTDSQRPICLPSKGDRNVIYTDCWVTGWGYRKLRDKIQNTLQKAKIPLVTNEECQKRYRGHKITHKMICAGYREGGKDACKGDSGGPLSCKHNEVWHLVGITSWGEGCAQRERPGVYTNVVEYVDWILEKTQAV
FXIIa inh: inhibitors of human coagulation factor XIIa. purified human FXIIa, AMC substrate fluorescence, 2 h. inhibition, % at 10 µM. hit rate 0.2% among 33,000. AID 701; in the data active = inhibition above about 30%;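 also: 0% = enzyme with vehicle only and 100% = no enzyme blank; many of its hits are not listed in these tables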
The depositor's hits bear a star. A portion of the library; count on the stated rates, not on these rows.

How did COC(=O)c1ccc(Oc2nc(N(C)C)nc(N3CCOCC3)n2)cc1 do in these assays?
FXIa inh: 8; FXIIa inh: 5

What do the screens show for `COCCCNC(=O)c1c(NC(=O)C2COc3ccccc3O2)sc2c1CCCC2` (stereo not drawn)?
FXIa inh: -10; FXIIa inh: 8

How did Cc1ccc(S(=O)(=O)NCc2csc(C)n2)c(C)c1 do in these assays?
FXIa inh: -3; FXIIa inh: -13

What do the screens show for `CC1(C)N=C(c2ccccn2)C(C)(C)N1O`?
FXIa inh: -2; FXIIa inh: 0

Results for CC(=O)C1=C(C)NC(SCC(=O)c2ccc(Cl)cc2)=C(C#N)C1CC(C)C (stereo not drawn) ?
FXIa inh: 2; FXIIa inh: 9

What do the screens show for `O=C(O)C1CSC2(CCN(Cc3ccccc3)CC2)N1` (stereo not drawn)?
FXIa inh: 0; FXIIa inh: 8

How did CCOC(=O)C1=NN(c2ccc(C)cc2)C2(S1)SC(C(C)=O)=C(C)N2c1ccccc1 (stereo not drawn) do in these assays?
FXIa inh: -8; FXIIa inh: 6

How did O=c1c(Oc2ccccc2Br)c(C(F)(F)F)oc2c(CN3CCCC3)c(O)ccc12 do in these assays?
FXIa inh: 2; FXIIa inh: 5

How did C[N+]12CCCCC1C(COC(=O)c1ccc3c(c1)OCO3)CCC2 (stereo not drawn) do in these assays?
FXIa inh: -1; FXIIa inh: 0

How did O=C(Nc1ccc2nc(-c3cccs3)[nH]c2c1)c1ccco1 do in these assays?
FXIa inh: 2; FXIIa inh: 4

How did c1ccc(Cn2c(CN3CCCC3)nc3ccccc32)cc1 do in these assays?
FXIa inh: -15; FXIIa inh: 1

Results for CSc1ncc2c(n1)-c1cc(C)ccc1SC2 ?
FXIa inh: 8; FXIIa inh: 5

How did Cn1c(=O)oc2cc(S(=O)(=O)NCc3ccccc3)ccc21 do in these assays?
FXIa inh: -2; FXIIa inh: 7

How did O=C(Nc1ncnc2sc3c(c12)CCCCC3)c1ccc(F)cc1 do in these assays?
FXIa inh: -7; FXIIa inh: 6

How did c1coc(CNCCCN2CCOCC2)c1 do in these assays?
FXIa inh: 4; FXIIa inh: 9

In the list so far, these have two or more sulfur atoms:
How did Cc1ccc(S(=O)(=O)NCc2csc(C)n2)c(C)c1 do in these assays?
FXIa inh: -3; FXIIa inh: -13

How did CCOC(=O)C1=NN(c2ccc(C)cc2)C2(S1)SC(C(C)=O)=C(C)N2c1ccccc1 (stereo not drawn) do in these assays?
FXIa inh: -8; FXIIa inh: 6

Results for CSc1ncc2c(n1)-c1cc(C)ccc1SC2 ?
FXIa inh: 8; FXIIa inh: 5

Next section:
What do the screens show for `CC1CCC2(CC1)N=C(N)Nc1nc3ccccc3n12` (stereo not drawn)?
FXIa inh: 31; FXIIa inh: -12

Results for O=c1c2ccccc2nc2c3ccccc3c(NCCN3CCOCC3)nn12 ?
FXIa inh: 8; FXIIa inh: 1

What do the screens show for `Cc1cc(NC(=O)c2ccco2)ccc1-n1cnnn1`?
FXIa inh: 2; FXIIa inh: 1

How did COc1ccccc1CC(=O)Nc1ccccc1O do in these assays?
FXIa inh: 20; FXIIa inh: -19

Results for Cn1nnc(NC(=O)CSc2nnnn2-c2ccc(F)cc2)n1 ?
FXIa inh: 3; FXIIa inh: 3

How did Cc1cc(NCCO)c2ccccc2n1 do in these assays?
FXIa inh: -3; FXIIa inh: 3

What do the screens show for `COc1ccc(OC)c(NC(=O)CSc2ccc3ccccc3c2)c1`?
FXIa inh: -2; FXIIa inh: 2

What do the screens show for `O=C(CSc1nnc(Cn2nnc3ccccc32)o1)Nc1cccc(Cl)c1`?
FXIa inh: -6; FXIIa inh: 6

What do the screens show for `COc1ccc(N2CC(C(=O)Nc3ncccc3C)CC2=O)cc1` (stereo not drawn)?
FXIa inh: 6; FXIIa inh: 11

Results for S=C(NN=C1CCCCCC1)Nc1ccc(Cl)cc1 ?
FXIa inh: -2; FXIIa inh: 2

Results for O=C(NCCCn1ccnc1)Nc1cccc2ccccc12 ?
FXIa inh: -12; FXIIa inh: 5

Results for FC(F)(F)c1cc(-c2ccccc2)nc(NCc2cccnc2)n1 ?
FXIa inh: 2; FXIIa inh: 5

What do the screens show for `CCCCCCc1cc2cc(C(=O)NCc3ccccc3)c(=N)oc2cc1O`?
FXIa inh: 2; FXIIa inh: 18

How did CCCCSc1nnc2[nH]c(=O)cc(N)n12 do in these assays?
FXIa inh: 16; FXIIa inh: -14

How did CCc1nccn1S(=O)(=O)c1ccc2ccccc2c1 do in these assays?
FXIa inh: 5; FXIIa inh: 6

Random excerpt: 2 records from the list.
Results for O=C(NCCCn1ccnc1)Nc1cccc2ccccc12 ?
FXIa inh: -12; FXIIa inh: 5

What do the screens show for `COc1ccc(N2CC(C(=O)Nc3ncccc3C)CC2=O)cc1` (stereo not drawn)?
FXIa inh: 6; FXIIa inh: 11

(further entries)
Results for CCOC(=O)c1ccccc1NC(=O)N[C@@H](C)C(=O)OC ?
FXIa inh: -4; FXIIa inh: 1

How did Cc1cc(Cl)ccc1N1C(=O)CC(SCCC(=O)O)C1=O (stereo not drawn) do in these assays?
FXIa inh: -4; FXIIa inh: 8

What do the screens show for `O=C(OC1CCOC1=O)c1cc(-c2ccc(Cl)cc2)nc2ccccc12` (stereo not drawn)?
FXIa inh: 25; FXIIa inh: 10

What do the screens show for `CC(C(=O)O)N1C(=O)c2ccccc2C1=O` (stereo not drawn)?
FXIa inh: 5; FXIIa inh: 12

What do the screens show for `O=C1c2ccccc2C(Nc2ccc(Cl)cc2)N1CCN1CCOCC1` (stereo not drawn)?
FXIa inh: 0; FXIIa inh: 15

What do the screens show for `CCCC(O)(CCN1CCCCC1)c1ccc(OCC)cc1` (stereo not drawn)?
FXIa inh: -8; FXIIa inh: -22

What do the screens show for `CS(=O)(=O)N1CCN(c2ccc(NC(=O)c3cccnc3Cl)cc2)CC1`?
FXIa inh: -6; FXIIa inh: 10

Results for O=C(Cn1cnc2c(cnn2-c2ccccc2)c1=O)NCc1ccccc1 ?
FXIa inh: 1; FXIIa inh: 6

What do the screens show for `COc1cccc(C(=O)N2CCN(S(=O)(=O)Cc3ccccc3)CC2)c1`?
FXIa inh: -10; FXIIa inh: 5

Results for Cc1c(Cl)ccc2c1NC(=O)[C@]21N[C@@H](Cc2ccccc2)[C@H]2C(=O)N(c3ccc(F)cc3)C(=O)[C@H]21 ?
FXIa inh: 6; FXIIa inh: 4

Results for CN(C)c1nc(Oc2ccc(=O)[nH]n2)nc(N2CCOCC2)n1 ?
FXIa inh: 32; FXIIa inh: -16

Results for Cc1occc1-c1nnc(SCC(=O)NCc2cccs2)n1CC1CCCO1 (stereo not drawn) ?
FXIa inh: 3; FXIIa inh: 6

What do the screens show for `CC(=O)[C@H]1CC[C@H]2[C@@H]3CCC4=CC(=O)CC[C@]4(C)[C@H]3CC[C@]12C`?
FXIa inh: 14; FXIIa inh: 6

Results for CC1C(=O)CCN(C(C)C)C1C (stereo not drawn) ?
FXIa inh: 3; FXIIa inh: 1

Results for COc1ccc(CNc2ccccc2)cc1Br ?
FXIa inh: 1; FXIIa inh: 8

Results for CC1(C)NC(=O)N(CC(O)CNC23CC4CC(CC(C4)C2)C3)C1=O (stereo not drawn) ?
FXIa inh: -7; FXIIa inh: 8

What do the screens show for `Cc1ccccc1NC(=S)NN1CCN(C)CC1`?
FXIa inh: -8; FXIIa inh: 6

What do the screens show for `CCC1(C)Cc2ccccc2-c2nc(NCCO)n(-c3ccc(C)cc3)c(=O)c21` (stereo not drawn)?
FXIa inh: 0; FXIIa inh: -12

How did Cc1cc(C)n(C2CC(=O)N(c3ccccc3)C2=O)n1 (stereo not drawn) do in these assays?
FXIa inh: -1; FXIIa inh: 9

How did COC(=O)c1[nH]c2cccc(OC)c2c1NC(=O)C(C)N1CCC(C)CC1 (stereo not drawn) do in these assays?
FXIa inh: -1; FXIIa inh: 0

Results for Clc1ccc(CSCCc2ccncc2)cc1 ?
FXIa inh: -6; FXIIa inh: 9

Results for O=C(COC(=O)c1cccnc1Cl)c1cccc(Cl)c1 ?
FXIa inh: 14; FXIIa inh: 4

What do the screens show for `CNc1nc(OCCNC(=O)Nc2ccccc2)nc(N2CCOCC2)n1`?
FXIa inh: 6; FXIIa inh: 4

How did CCOC(=O)C1C(=O)C(C(C)=O)C(=O)CC1CC(C)SCC (stereo not drawn) do in these assays?
FXIa inh: 4; FXIIa inh: 10

Results for CCOc1cc(C)c(Cl)cc1S(=O)(=O)N1CCCC1 ?
FXIa inh: 1; FXIIa inh: 5

How did Cc1cccc(C)c1NC(=O)CCCN1CC(C)OC(C)C1 (stereo not drawn) do in these assays?
FXIa inh: -6; FXIIa inh: 8

What do the screens show for `CCOC(CNC(=O)c1ccc2c(c1)nc(C)n2-c1cccc(F)c1)OCC`?
FXIa inh: -11; FXIIa inh: 5

What do the screens show for `O=C(O)c1cnn2c(C(F)(F)F)cc(-c3ccco3)nc12`?
FXIa inh: 1; FXIIa inh: -11

What do the screens show for `CCOC(=O)CCCNC(=O)c1cncc(O)c1`?
FXIa inh: 6; FXIIa inh: 7

Results for CC(C)(C)c1nc(N2CCN(C(=O)c3ccco3)CC2)c2nnn(Cc3ccccc3)c2n1 ?
FXIa inh: 5; FXIIa inh: 7

Already shown: 4 of the compounds above.
How did CCOC(=O)C1C(=O)C(C(C)=O)C(=O)CC1CC(C)SCC (stereo not drawn) do in these assays?
FXIa inh: 4; FXIIa inh: 10

Results for CCOc1cc(C)c(Cl)cc1S(=O)(=O)N1CCCC1 ?
FXIa inh: 1; FXIIa inh: 5

How did Cc1cccc(C)c1NC(=O)CCCN1CC(C)OC(C)C1 (stereo not drawn) do in these assays?
FXIa inh: -6; FXIIa inh: 8

What do the screens show for `CCOC(CNC(=O)c1ccc2c(c1)nc(C)n2-c1cccc(F)c1)OCC`?
FXIa inh: -11; FXIIa inh: 5

Further entries:
How did C/C(=N/NC(=O)c1cc(C(C)C)[nH]n1)c1cccs1 do in these assays?
FXIa inh: -8; FXIIa inh: 1

Results for CCCCOc1ccc(C(=O)NC)cc1 ?
FXIa inh: -2; FXIIa inh: 3

What do the screens show for `Cn1ncc(Cl)c1C(=O)Nc1cc(C(F)(F)F)ccc1F`?
FXIa inh: -1; FXIIa inh: 2

How did Cn1ncc(C#N)c1/N=C/N1CCCC1 do in these assays?
FXIa inh: -7; FXIIa inh: 4

How did Cc1cccc(CCNS(=O)(=O)c2ccc(S(=O)(=O)NC3CCCC3)cc2)c1 do in these assays?
FXIa inh: 27; FXIIa inh: 8

How did O=C(O)c1cc(O)ccc1-c1ccc(O)cc1 do in these assays?
FXIa inh: -3; FXIIa inh: 6

Results for CC1CCN(CC(O)COCCC23CC4CC(CC(C4)C2)C3)CC1 (stereo not drawn) ?
FXIa inh: 13; FXIIa inh: 3

How did CCOC(=O)c1[nH]c2ccc(OC)cc2c1NC(=O)CN1CCc2ccccc2C1 do in these assays?
FXIa inh: -6; FXIIa inh: 0

Results for CCC(=O)NCCc1c[nH]c2ccccc12 ?
FXIa inh: 22; FXIIa inh: -14

How did CC(=O)c1c(C)n(-c2ccccc2)c2ccc(O)cc12 do in these assays?
FXIa inh: -5; FXIIa inh: 6

What do the screens show for `COCCNS(=O)(=O)c1ccc2c(c1)C(=O)c1cc(S(=O)(=O)NCCOC)ccc1-2`?
FXIa inh: 6; FXIIa inh: 7

What do the screens show for `Fc1ccc(N2CCN(c3ncnc4nc[nH]c34)CC2)cc1`?
FXIa inh: 4; FXIIa inh: 1

How did Cc1cc(OC(C)C)nc(NCc2ccccc2)n1 do in these assays?
FXIa inh: -5; FXIIa inh: 0

How did CC(C)[C@H](NC(=O)OCc1ccccc1)C(=O)OCC(=O)NC1CCCCC1 do in these assays?
FXIa inh: 9; FXIIa inh: 4

How did O=C(NC1CC2CCC(C1)N2Cc1ccco1)c1ccccc1 (stereo not drawn) do in these assays?
FXIa inh: -3; FXIIa inh: -15

The last 3 records of the part above come first, to join the parts:
How did Cc1cc(OC(C)C)nc(NCc2ccccc2)n1 do in these assays?
FXIa inh: -5; FXIIa inh: 0

How did CC(C)[C@H](NC(=O)OCc1ccccc1)C(=O)OCC(=O)NC1CCCCC1 do in these assays?
FXIa inh: 9; FXIIa inh: 4

How did O=C(NC1CC2CCC(C1)N2Cc1ccco1)c1ccccc1 (stereo not drawn) do in these assays?
FXIa inh: -3; FXIIa inh: -15

Results for Cc1ccccc1NC(=S)NCc1cccs1 ?
FXIa inh: -1; FXIIa inh: -2

Results for COc1ccc(C(=O)/C=C/c2cn(CN3CCN(C)CC3)c3ccccc23)cc1 ?
FXIa inh: 5; FXIIa inh: 7

How did Cc1cc(C)nc(-n2nc(C)cc2NC(=O)CNC2CCCCC2)n1 do in these assays?
FXIa inh: 17; FXIIa inh: 3

Results for CC(C)NS(=O)(=O)c1ccc(OCC(=O)N2CCCC2)cc1 ?
FXIa inh: 4; FXIIa inh: -15

How did O=C(Cc1ccccc1)Nn1cnc2ccccc21 do in these assays?
FXIa inh: 2; FXIIa inh: 4

Results for Cc1ccc(NC2=NC(c3ccc(O)cc3)n3c(nc(C)cc3=O)N2)cc1 (stereo not drawn) ?
FXIa inh: 5; FXIIa inh: 4

What do the screens show for `CCc1nc2ccccc2n1CCC(=O)O`?
FXIa inh: -3; FXIIa inh: 4

How did COc1ccc(N2CCCCn3c2nc2c3c(=O)[nH]c(=O)n2C)cc1 do in these assays?
FXIa inh: -2; FXIIa inh: 1

How did O=C(CC(Cc1ccccc1)c1ccco1)NC1CCCCC1 (stereo not drawn) do in these assays?
FXIa inh: -7; FXIIa inh: 8

What do the screens show for `COc1ccc(S(=O)(=O)N2CCOCC2)c(C)c1C`?
FXIa inh: 0; FXIIa inh: 0

Results for CCc1nnc(NC(=O)CSc2nnc(C)n2Cc2ccccc2)s1 ?
FXIa inh: 5; FXIIa inh: 4

How did CCn1c(=NC(=O)c2ccco2)sc2cccc(F)c21 do in these assays?
FXIa inh: -3; FXIIa inh: 5

How did Cc1[nH]nc2c1C(c1ccc(F)cc1)C(C#N)=C(N)O2 (stereo not drawn) do in these assays?
FXIa inh: -1; FXIIa inh: 6

Results for C=C(C)CSc1nnc(-c2ccc(OC)c(OC)c2)n1N ?
FXIa inh: -4; FXIIa inh: -2

How did Cc1ccc(OCc2n[nH]c(=S)n2C2CCCCC2)cc1 do in these assays?
FXIa inh: 4; FXIIa inh: 5

Screening results: PubChem BioAssay, PCMD
